Assay outcomes as filed in PubChem.
CHRM5 agonist: human M5 muscarinic receptor agonists, primary screen, CHO-K1 cells, Fluo-8 calcium fluorescence; Muscarinic acetylcholine receptor M5 (Homo sapiens), P08912; CHO-K1 hM5 cells; 0% DMSO wells, 100% maximal acetylcholine response; activation, % at 3 µM; 360,000 compounds, 0.19% hits; AID 624037, 2012;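 active means activation above the run's mean over test compounds plus 3 SD, cut at about 23% in these data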;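 further: signal is peak over basal fluorescence ratio across the kinetic read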
CHRM5 antagonist: human M5 muscarinic receptor antagonists, primary screen, CHO cells, Fluo-8 calcium fluorescence; Muscarinic acetylcholine receptor M5 (Homo sapiens), P08912; CHO-hM5 cells, ACh EC80; inhibition, % at 3 µM; 360,000 compounds, 0.59% hits;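 active means inhibition above a per-plate cutoff, the mean of that plate's test compounds plus 3 SD, cut at about 27% in these data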;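 further: 0% = acetylcholine EC80 with DMSO and 100% = DMSO without agonist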
M5 PAM: human M5 muscarinic receptor positive allosteric modulators, primary screen, CHO-K1 cells, Fluo-8 calcium fluorescence. activation, % at 3 µM. 360,000 compounds, 0.3% hits. CHO-K1 hM5, ACh EC20 PAM; 0% = ACh EC20, 100% = ACh EC100;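 active means activation above the run cutoff, the mean activation of all test compounds plus 3 SD, cut at about 18% in these data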
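Measured by: Fluo-8 calcium fluorescence; material: human M5 receptor in CHO-K1 cells; schedule: Post-acetylcholine fluorescence recording 140 s; benchmarks: low control EC20 acetylcholine (0%), high control EC100 acetylcholine (100%); read-out: Max/basal fluorescence ratio as % of EC20–EC100 ACh window; compound: single dose, 3 µM nominal final test concentration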
CHRM4 antagonist: human M4 muscarinic receptor antagonists, primary screen, CHO cells, Fluo-8 calcium fluorescence | Muscarinic acetylcholine receptor M4 (Homo sapiens), P08173 | CHO-hM4 cells, ACh EC80 | inhibition, % at 3 µM | 360,000 compounds, 0.73% hits | AID 624125, 2012;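 active means inhibition above its plate's cutoff, the mean inhibition of sample wells plus 3 SD, cut at about 27% in these data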;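 further: 0% = acetylcholine EC80 with DMSO and 100% = DMSO without agonist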
Target sequence (P08173 whole entry, looked up): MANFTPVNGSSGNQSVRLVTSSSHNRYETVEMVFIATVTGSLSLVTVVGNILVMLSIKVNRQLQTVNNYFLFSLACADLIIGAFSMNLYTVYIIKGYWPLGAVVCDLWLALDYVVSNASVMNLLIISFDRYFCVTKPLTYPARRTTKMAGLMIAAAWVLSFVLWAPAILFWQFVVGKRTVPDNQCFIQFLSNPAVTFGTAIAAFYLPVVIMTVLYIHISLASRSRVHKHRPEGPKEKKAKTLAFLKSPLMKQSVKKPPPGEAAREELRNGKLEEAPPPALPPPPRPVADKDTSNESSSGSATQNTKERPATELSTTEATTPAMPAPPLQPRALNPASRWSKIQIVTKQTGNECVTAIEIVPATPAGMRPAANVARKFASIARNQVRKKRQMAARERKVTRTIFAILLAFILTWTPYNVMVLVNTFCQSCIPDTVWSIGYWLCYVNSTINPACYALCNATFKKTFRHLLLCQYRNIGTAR
CHRM1 agonist: human M1 muscarinic receptor agonists, primary screen, Fluo-8 calcium fluorescence, CHO-K1 cells, HTS; Muscarinic acetylcholine receptor M1 (Homo sapiens), P11229; CHO-K1 hM1, agonist mode; 0% DMSO, 100% acetylcholine EC100; activation, % at 3 µM; 360,000 compounds, 0.33% hits;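 active means activation above the run's mean compound activation plus 3 SD, cut at about 16% in these data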;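 further: peak over basal fluorescence ratio within a 140 s kinetic read after compound addition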
CHRM1 PAM: human M1 muscarinic receptor positive allosteric modulators, primary screen, CHO-K1 cells, Fluo-8 calcium fluorescence, 1536-well. CHO-K1 hM1, ACh EC20; 0% = ACh EC20, 100% = maximal ACh. activation, % at 3 µM. 360,000 compounds, 0.088% hits. AID 588819, 2011; in the data active means activation above about 19%, passing the limit was not always enough
TAAR1 ag: human TAAR1 agonists, primary screen, Fluo-8 calcium fluorescence, CHO RD-HGA16 cells | AID 624467, 2012 | vehicle wells 0%, saturating PEA agonist 100% | activation, % at 3 µM | 360,000 compounds, 0.99% hits;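 active means activation above the mean activation of all test compounds in the run plus 3 SD, cut at about 38% in these data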
Target sequence (Q96RJ0 whole entry, looked up): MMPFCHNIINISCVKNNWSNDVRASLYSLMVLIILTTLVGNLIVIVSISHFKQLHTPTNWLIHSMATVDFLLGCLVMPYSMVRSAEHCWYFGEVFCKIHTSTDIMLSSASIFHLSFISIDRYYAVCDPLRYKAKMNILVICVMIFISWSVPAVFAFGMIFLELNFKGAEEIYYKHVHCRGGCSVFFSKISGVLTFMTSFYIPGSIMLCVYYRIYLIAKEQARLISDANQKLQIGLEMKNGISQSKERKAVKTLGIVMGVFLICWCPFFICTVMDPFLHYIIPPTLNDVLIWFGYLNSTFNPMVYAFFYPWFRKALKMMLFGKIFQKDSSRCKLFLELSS
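Assay system: CHO-derived RD-HGA16 cells with stable Gα16 and human TAAR1; timing: 17-24 h seeding, 75 min 37 °C dye, 30 min RT; read-out: % activation from peak over basal fluorescence ratio, DMSO-to-PEA scaled; measured by: kinetic Fluo-8 calcium fluorescence; benchmarks: low control DMSO, high control PEA (EC100); doses: 3 µM single concentration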
CHRM4 agonist: human M4 muscarinic receptor agonists, primary screen, CHO-K1 cells, Fluo-8 calcium fluorescence | AID 624127, 2012 | CHO-K1 hM4/Gqi5; vehicle 0%, full acetylcholine response 100% | activation, % at 3 µM | 360,000 compounds, 0.14% hits | Muscarinic acetylcholine receptor M4 (Homo sapiens), P08173;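 active means activation above the run mean over all test wells plus 3 SD, cut at about 32% in these data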;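 further: peak over basal fluorescence ratio per well then scaled between controls; 0% = DMSO wells and 100% = acetylcholine at EC100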
CHRM1 antagonist: human M1 muscarinic receptor antagonists, primary screen, CHO-K1 cells, Fluo-8 calcium fluorescence, 1536-well; 360,000 compounds, 1.3% hits; Muscarinic acetylcholine receptor M1 (Homo sapiens), P11229; AID 588852, 2011; inhibition, % at 3 µM; CHO-K1 hM1, ACh EC80 antagonist;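 active means percent inhibition above its own plate's cutoff, namely the mean of that plate's compound wells plus 3 SD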;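 further: peak over basal fluorescence ratio during 140 s after agonist addition; 0% = ACh EC80 plus DMSO and 100% = DMSO alone without agonist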
The depositor's hits bear a star; · = not tested or not shown. Not all compounds are listed; count on the stated rates, not on these rows.

SMILES	CHRM5 agonist	CHRM5 antagonist	M5 PAM	CHRM4 antagonist	CHRM1 agonist	CHRM1 PAM	TAAR1 ag	CHRM4 agonist	CHRM1 antagonist
O=C(Nc1cnc2ccccn2c1=O)c1ccc(F)cc1	0	-2	2	-6	0	1	7	1	15
CCC(=O)N1N=C(c2ccc(NS(=O)(=O)c3ccc(C)cc3)cc2)CC1c1ccco1 (centres undefined)	0	4	2	-7	-3	9	1	3	-7
Cc1cc(C)c(S(=O)(=O)Nc2ccc(Cl)cn2)c(C)c1	-2	5	0	15	-6	2	-2	-1	-6
OC(c1ccccc1)c1nc2ccccc2[nH]1 (centres undefined)	4	7	6	11	-4	2	2	0	-1
COc1ccc(/C(O)=C2/C(=O)C(=O)N(CCCN3CCOCC3)C2c2ccc(Cl)cc2)cc1 (centres undefined)	2	1	2	5	-4	-1	2	1	5
O=C(Cn1cnc2ccccc21)Nc1ccccc1-c1ccccc1	0	-7	-2	-2	-5	5	7	2	-16
C/C=C/C(=O)N[C@@H]1c2ccccc2CC[C@@H]1OCc1ccccc1	0	-15	1	-6	-6	2	-1	0	2
COc1ccc(C/C(C)=N/NC(=O)c2cccnc2)cc1	-2	0	19*	-18	-1	7	6	2	-11
Cn1c(C(=O)NCCN2CCc3ccccc3C2)cc2c(=O)n(C)c3ccccc3c21	2	3	-11	-6	-10	-12	7	11	4
Cc1ccc(-c2nn(-c3ccccc3)cc2C2CC(c3cccs3)=NN2C(=O)CCC(=O)O)cc1 (centres undefined)	0	0	6	-1	-8	10	4	1	0
C[C@@H](C(=O)NCc1ccccn1)[C@H]1C[C@]1(C)[C@H](NC(=O)OCc1ccccc1)c1ccccc1	0	19	-20	9	-4	-17	16	11	21
Cc1cc(C)c(S(=O)(=O)NCCC2CCCN2C)c(C)c1 (centres undefined)	-7	1	0	-2	-7	5	4	0	-6
O=C(NCc1ccccc1)c1nncc(-c2ccccc2)n1	-4	-4	9	4	-9	10	11	1	-1
Clc1ccc(CSc2nnc(-c3ccccn3)n2Cc2ccco2)c(Cl)c1	0	8	-6	2	-6	-2	6	0	4
CC(C)Cn1cnc2c1c(=O)[nH]c(=O)n2Cc1ccccc1	-1	3	1	-16	-6	4	8	4	-4
O=C(CCNS(=O)(=O)c1ccccc1)Nc1ccccc1	2	1	5	2	-2	6	1	1	-12
O=C(COC(=O)c1ccccc1OCc1ccccc1Cl)NC1CCS(=O)(=O)C1 (centres undefined)	1	3	1	2	-4	1	20	3	-9
CC1CCC(NC(=O)c2cccc(S(=O)(=O)NCc3ccccc3)c2)CC1 (centres undefined)	-1	-3	4	-9	-3	8	0	2	-4
O=C(Nc1ccc(-n2cc(Br)cn2)cc1)c1ccncc1	2	0	3	7	-1	13	1	3	-9
CC(=O)O[C@H]1C2OC(=O)C(C)=C2[C@@H]2OC(=O)[C@]3(CCC4OC41C)OC23 (some centres undefined)	-1	6	3	3	-6	0	·	1	3
CCCCn1nnc(N(C(=O)c2cccs2)C(=O)c2cccs2)n1	-3	17	-12	12	-2	5	-3	1	-34
Cc1cccc(C)c1N1C(=O)c2ccccc2NC(=O)C1C(=O)Nc1ccc(N2CCOCC2)cc1 (centres undefined)	0	-11	10	-9	·	·	4	1	·
COc1ccc(/C=C/CN2CCCC(CO)(Cc3cccc(Cl)c3)C2)cc1 (centres undefined)	-11	1	-4	0	2	-7	17	8	19
CCCC(=O)Nc1ccc2oc(-c3ccc(OC)c(Br)c3)nc2c1	1	-2	-3	1	-2	5	2	2	-3
Cc1cc(C)n(C(=O)c2ccc(NC(=O)C3CC3)cc2)n1	-1	0	-4	-5	-6	6	1	0	-11

Remaining list, next part.
SMILES	CHRM5 agonist	CHRM5 antagonist	M5 PAM	CHRM4 antagonist	CHRM1 agonist	CHRM1 PAM	TAAR1 ag	CHRM4 agonist	CHRM1 antagonist
Cc1ccc(S(=O)(=O)NCC(=O)OCC(=O)N2N=C(c3ccc(Cl)cc3)CC2c2ccco2)cc1C (centres undefined)	-3	0	1	-9	-5	11	3	1	4
COc1ccc(OCC(=O)Nc2ccc(N3CCN(C(=O)c4ccccc4)CC3)c(Cl)c2)cc1	4	21	-16	5	6	-14	4	18	36*
CCCC(=O)Nc1cc(C)cn(Cc2c(F)cccc2Cl)c1=O	-8	9	8	4	-7	14	-2	0	-21
CC(C)=NNC(=O)C1=NNC(=O)C1	2	-2	1	1	-1	17	4	0	-22
O=[N+]([O-])c1ccccc1OCCCn1cnc2ccccc21	0	0	1	-1	-6	6	1	7	6
Cc1ccc(/C(N)=N/OC(=O)c2ccc(C)cc2Cl)cc1	-1	-7	7	0	-4	5	3	0	-6
COc1ccccc1NS(=O)(=O)c1ccc(C)c(C(=O)N2CCCC2)c1	2	2	3	-3	2	26*	-2	0	-18
CCN(CC)c1ccc(/C=N/N2CCOCC2)c(O)c1	-1	6	14	-14	-5	-6	1	1	12
Cc1ccc(CN2C(=O)CSc3ccc(C(=O)NC4CC4)cc32)cc1	-5	13	-4	-2	-8	-2	0	1	6
O=C(NNC(=O)c1ccccc1O)c1ccc(NS(=O)(=O)c2ccc(F)cc2)cc1	-2	-9	7	-6	4	16	3	0	-13
O=C(Cn1nc(C(F)(F)F)c2c1CCC2)N1CCN(c2ccccc2)CC1	1	-7	3	8	-4	-2	9	0	4
COc1ccc(S(=O)(=O)N2CCCCC2)cc1NC(=O)Cc1sc(C)nc1-c1ccc(F)cc1	-5	2	-1	7	2	10	1	0	-8
CC(=O)c1cccc(Nc2nc3ccccc3n3cnnc23)c1	4	3	-9	-2	-8	1	7	15	-7
Cn1cccc1/C=C1\SC(=Nc2ccc(O)cc2)NC1=O	-2	-4	7	11	-1	12	2	1	-15
O=C(c1ccc(SCc2ccco2)c([N+](=O)[O-])c1)N1CCOCC1	1	14	1	7	-6	5	2	3	-5
O=C(/C=C1\SC(=O)N(CC(=O)Nc2ccc(Cl)cc2)C1=O)Nc1ccc(F)cc1	0	9	-5	1	-6	12	12	1	-4
CCOC(=S)N/C(=N\S(C)(=O)=O)c1ccccc1	2	3	5	19	-2	9	3	1	-8
CCN(C(=O)COC(=O)c1cc2c(s1)CCCCC2)C1CCS(=O)(=O)C1 (centres undefined)	-3	18	-3	0	-6	-8	6	1	11
Cc1ccc(-n2c(C(C)n3nc(C)c([N+](=O)[O-])c3C)n[nH]c2=S)cc1 (centres undefined)	0	9	-2	10	-3	-4	4	1	4
Cc1[nH]c2ccccc2c1CN1CCC(CO)(Cc2ccccc2)CC1	-2	-5	2	-6	-10	-1	4	3	6
Cc1cc(NC(=O)Nc2cc(C)nn2-c2ccccc2)n(-c2ccccc2)n1	-2	5	-7	9	-2	3	14	1	-22
CC1CCc2sc3nc(N4CCN(CCO)CC4)n4ncnc4c3c2C1 (centres undefined)	-3	3	5	9	-6	-2	13	2	8
Cc1cc(=O)[nH]c(NCc2ccc(Cl)cc2)n1	3	-7	6	2	-1	0	3	0	5
CCCNC(=O)NC(=O)COC(=O)c1ccc(S(=O)(=O)N(C)c2ccccc2OC)cc1	3	8	2	2	-2	-4	9	3	13
CCCCCCn1c(COc2ccccc2F)nnc1SCC(=O)N1c2ccccc2NC(=O)C1(C)C	3	0	5	1	-3	7	12	3	-5

Profiles from above. Order of screens: CHRM5 agonist, CHRM5 antagonist, M5 PAM, CHRM4 antagonist, CHRM1 agonist, CHRM1 PAM, TAAR1 ag, CHRM4 agonist, CHRM1 antagonist
CCCC(=O)Nc1cc(C)cn(Cc2c(F)cccc2Cl)c1=O as listed: -8, 9, 8, 4, -7, 14, -2, 0, -21
Cc1[nH]c2ccccc2c1CN1CCC(CO)(Cc2ccccc2)CC1 as listed: -2, -5, 2, -6, -10, -1, 4, 3, 6
Cc1cc(=O)[nH]c(NCc2ccc(Cl)cc2)n1 as listed: 3, -7, 6, 2, -1, 0, 3, 0, 5

(cont.)
SMILES	CHRM5 agonist	CHRM5 antagonist	M5 PAM	CHRM4 antagonist	CHRM1 agonist	CHRM1 PAM	TAAR1 ag	CHRM4 agonist	CHRM1 antagonist
Cc1nn(Cc2ccccc2)c(C)c1/C=N/NC(=O)c1ccccc1O	2	4	-5	-6	-2	0	4	5	-5
O=C(/C=C/Nc1ccc(Nc2ccccc2)cc1)c1cccs1	2	1	9	-3	2	8	13	3	6
CCOC(=O)c1c(C)[nH]c(C(=O)Nc2cc(OCC)c(N3CCOCC3)cc2OCC)c1C	6	5	-3	-4	-4	1	8	5	1
O=C1NC(=O)C2(N1)C(=O)c1cccc3cccc2c13 (centres undefined)	36*	17	-9	29*	49*	-9	9	161*	6
CC1CCCC1/C(=N/O)c1ccccc1 (centres undefined)	-6	7	3	-11	-8	9	-3	0	-16
O=C(N/N=C/c1cc(Br)cs1)c1c[nH]c2ccccc12	6	7	-20	17	-1	-10	2	21	26
Cc1nn(S(=O)(=O)c2ccc(Br)cc2)c(C)c1S(=O)(=O)N1CCOCC1	-3	-3	3	-1	-2	15	2	1	-14
O=C(O)c1ccccc1C(=O)NNc1cccc(Cl)n1	-3	-6	-1	3	-9	6	6	1	-2
CCC(=O)Nc1nonc1-c1nc2ccccc2n1Cc1ccccc1	-3	6	-1	-6	1	3	6	-1	-32
CC(=O)c1c(C)[nH]c(C(=O)CN2C(=O)NC(CCc3ccccc3)C2=O)c1C (centres undefined)	7	13	-9	-3	0	1	14	6	-3
O=c1cc(CN2CCc3ccccc32)c2ccc(O)cc2o1	0	1	-3	-7	-2	12	0	3	-8
COc1ccc(CC(=O)N/N=C(\C)c2cccs2)cc1OC	-4	-4	2	-2	1	8	1	1	-8
O=S(=O)(Nc1cccc2c1CCCC2)c1ccc(Cl)cc1	-6	13	-15	-5	-8	-17	3	-1	-2
Cc1cc(C)c2oc(=O)cc(CN3CCN(Cc4ccccc4)CC3)c2c1	-5	13	-4	6	-7	-1	5	6	-1
CCOC(=O)Nc1c(O)ccc2oc(C)c(-c3ccccc3)c12	-3	4	2	1	-3	19	5	1	-72
C[C@@H]1CN([C@H](C)CO)C(=O)CCCn2nncc2CO[C@H]1CN(C)Cc1cccnc1	2	-9	1	-9	-7	-4	2	0	-3
CC(=O)Oc1ccc2c(C)cc(=O)oc2c1C(=O)c1ccccc1	-2	2	-6	9	-5	-4	0	2	12
COc1ccc(CC(=O)N2CCc3ccccc32)cc1	-3	-4	-1	-2	-1	2	6	0	-17
Cc1nn(-c2ccc(F)cc2)c(Cl)c1C(=O)NCC1CCCO1 (centres undefined)	3	8	-1	-18	0	14	8	2	-16
